Bioassay records as filed in PubChem BioAssay.
TAAR1 ag – human TAAR1 agonists, primary screen, Fluo-8 calcium fluorescence, CHO RD-HGA16 cells. Trace amine-associated receptor 1 (Homo sapiens), Q96RJ0. 360,000 tested, 0.99% active. activation, % at 3 µM. AID 624467, 2012. vehicle wells 0%, saturating PEA agonist 100%;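 active = activation above the mean activation of all test compounds in the run plus 3 SD, cut at about 38% in these data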
Target sequence (Q96RJ0 whole entry, looked up): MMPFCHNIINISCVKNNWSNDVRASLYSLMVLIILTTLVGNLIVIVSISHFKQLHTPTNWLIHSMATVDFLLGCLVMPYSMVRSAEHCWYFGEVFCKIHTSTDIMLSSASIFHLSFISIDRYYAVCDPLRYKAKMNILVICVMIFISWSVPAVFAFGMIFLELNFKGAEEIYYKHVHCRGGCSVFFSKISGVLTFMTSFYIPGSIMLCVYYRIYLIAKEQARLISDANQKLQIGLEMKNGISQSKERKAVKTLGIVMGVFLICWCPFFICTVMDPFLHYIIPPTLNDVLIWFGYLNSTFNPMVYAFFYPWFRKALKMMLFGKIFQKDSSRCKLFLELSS
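Assay system – CHO-derived RD-HGA16 cells with stable Gα16 and human TAAR1 · Compound dosing – one-point dosing at 3 µM (nominal) · Incubation – 17-24 h seeding, 75 min 37 °C dye, 30 min RT · Measured by – kinetic Fluo-8 calcium fluorescence · Control set – DMSO vehicle as 0%, PEA at EC100 as 100% · Repeats – single well for each compound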
CHRM5 antagonist – human M5 muscarinic receptor antagonists, primary screen, CHO cells, Fluo-8 calcium fluorescence; CHO-hM5 cells, ACh EC80; inhibition, % at 3 µM; 360,000 tested, 0.59% active; AID 624040, 2012;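 active = inhibition above a per-plate cutoff, the mean of that plate's test compounds plus 3 SD, cut at about 27% in these data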;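 also: 0% = acetylcholine EC80 with DMSO and 100% = DMSO without agonist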
Target sequence (P08912 whole entry, looked up): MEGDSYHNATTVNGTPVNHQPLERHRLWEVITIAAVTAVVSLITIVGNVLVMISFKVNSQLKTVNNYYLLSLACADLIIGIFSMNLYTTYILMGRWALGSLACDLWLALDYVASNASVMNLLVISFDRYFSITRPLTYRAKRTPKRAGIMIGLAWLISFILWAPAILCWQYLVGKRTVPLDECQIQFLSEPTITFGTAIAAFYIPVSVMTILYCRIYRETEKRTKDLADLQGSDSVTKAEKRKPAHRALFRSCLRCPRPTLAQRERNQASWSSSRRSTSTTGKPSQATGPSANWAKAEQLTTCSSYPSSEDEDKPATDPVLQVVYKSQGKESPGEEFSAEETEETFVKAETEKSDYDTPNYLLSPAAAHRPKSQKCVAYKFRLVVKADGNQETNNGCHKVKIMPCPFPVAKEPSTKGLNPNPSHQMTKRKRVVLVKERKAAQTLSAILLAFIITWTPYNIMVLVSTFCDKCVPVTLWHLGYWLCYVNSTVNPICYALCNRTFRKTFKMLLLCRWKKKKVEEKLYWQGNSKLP
M1 antag – human M1 muscarinic receptor antagonists, primary screen, CHO-K1 cells, Fluo-8 calcium fluorescence, 1536-well | Muscarinic acetylcholine receptor M1 (Homo sapiens), P11229 | CHO-K1 hM1, ACh EC80 antagonist | inhibition, % at 3 µM | 360,000 tested, 1.3% active | AID 588852, 2011;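 active = percent inhibition above its own plate's cutoff, namely the mean of that plate's compound wells plus 3 SD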;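 also: peak over basal fluorescence ratio during 140 s after agonist addition; 0% = ACh EC80 plus DMSO and 100% = DMSO alone without agonist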
CHRM4 antagonist – human M4 muscarinic receptor antagonists, primary screen, CHO cells, Fluo-8 calcium fluorescence; Muscarinic acetylcholine receptor M4 (Homo sapiens), P08173; CHO-hM4 cells, ACh EC80; inhibition, % at 3 µM; 360,000 tested, 0.73% active;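 active = inhibition above its plate's cutoff, the mean inhibition of sample wells plus 3 SD, cut at about 27% in these data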;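 also: 0% = acetylcholine EC80 with DMSO and 100% = DMSO without agonist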
M1 ag – human M1 muscarinic receptor agonists, primary screen, Fluo-8 calcium fluorescence, CHO-K1 cells, HTS; Muscarinic acetylcholine receptor M1 (Homo sapiens), P11229; CHO-K1 hM1, agonist mode; 0% DMSO, 100% acetylcholine EC100; activation, % at 3 µM; 360,000 tested, 0.33% active; AID 588814, 2011;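 active = activation above the run's mean compound activation plus 3 SD, cut at about 16% in these data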;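 also: peak over basal fluorescence ratio within a 140 s kinetic read after compound addition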
M5 PAM – human M5 muscarinic receptor positive allosteric modulators, primary screen, CHO-K1 cells, Fluo-8 calcium fluorescence. Muscarinic acetylcholine receptor M5 (Homo sapiens), P08912. CHO-K1 hM5, ACh EC20 PAM; 0% = ACh EC20, 100% = ACh EC100. activation, % at 3 µM. 360,000 tested, 0.3% active. AID 624038, 2012;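 active = activation above the run cutoff, the mean activation of all test compounds plus 3 SD, cut at about 18% in these data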
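System: CHO-K1 hM5 cells. Reagent: acetylcholine, EC20 level. Compound dosing: single dose, 3 µM nominal final test concentration. Timing: Post-acetylcholine fluorescence recording 140 s. Detection: Fluo-8 calcium fluorescence. Read-out: % activation, ACh-normalized. Benchmarks: ACh EC20 and EC100 wells. Repeats: singlicate, one well per test compound.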
CHRM5 agonist – human M5 muscarinic receptor agonists, primary screen, CHO-K1 cells, Fluo-8 calcium fluorescence. activation, % at 3 µM. 360,000 tested, 0.19% active. CHO-K1 hM5 cells; 0% DMSO wells, 100% maximal acetylcholine response;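 active = activation above the run's mean over test compounds plus 3 SD, cut at about 23% in these data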;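 also: signal is peak over basal fluorescence ratio across the kinetic read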
M1 PAM – human M1 muscarinic receptor positive allosteric modulators, primary screen, CHO-K1 cells, Fluo-8 calcium fluorescence, 1536-well | Muscarinic acetylcholine receptor M1 (Homo sapiens), P11229 | CHO-K1 hM1, ACh EC20; 0% = ACh EC20, 100% = maximal ACh | activation, % at 3 µM | 360,000 tested, 0.088% active | AID 588819, 2011; in the data active = activation above about 19%, passing the limit was not always enough
M4 ag – human M4 muscarinic receptor agonists, primary screen, CHO-K1 cells, Fluo-8 calcium fluorescence. Muscarinic acetylcholine receptor M4 (Homo sapiens), P08173. CHO-K1 hM4/Gqi5; vehicle 0%, full acetylcholine response 100%. activation, % at 3 µM. 360,000 tested, 0.14% active;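 active = activation above the run mean over all test wells plus 3 SD, cut at about 32% in these data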;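 also: peak over basal fluorescence ratio per well then scaled between controls; 0% = DMSO wells and 100% = acetylcholine at EC100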
Starred values were filed as active, the others as inactive; . = not tested or not shown. Not all compounds are listed; count on the stated rates, not on these rows.

nr	compound	TAAR1 ag	CHRM5 antagonist	M1 antag	CHRM4 antagonist	M1 ag	M5 PAM	CHRM5 agonist	M1 PAM	M4 ag
1	O=C(COc1ccc(S(=O)(=O)NC2CCCCC2)cc1Cl)NCc1cccnc1	5	3	7	3	-1	-2	4	8	3
2	CCOc1ccc(N(CC(=O)NC(C)(C)C)C(=O)CCC(=O)Nc2nccs2)cc1	6	-6	-23	-7	-1	7	2	7	0
3	CSc1ncccc1C(=O)OCC(=O)c1cc(C)n(CC2CCCO2)c1C (stereo not drawn)	0	0	-5	-5	1	-1	1	4	6
4	CCOC(=O)CNC(=O)c1cc(-c2ccc3c(c2)OCCO3)oc1C	9	-3	-14	1	-3	5	-6	8	2
5	COc1ccc(C2N(c3ccc(F)cc3)C(=O)C3CCCN32)cc1 (stereo not drawn)	0	-2	-4	0	-8	0	1	3	0
6	O=C(O)CSc1nnc(CNc2ccc(F)cc2)n1-c1ccccc1	3	2	-13	-8	-2	-4	-5	7	2
7	Cc1ccc(S(=O)(=O)NC(=NC2CCCCC2)c2ccc(F)cc2)cc1	-1	2	-7	-16	-3	3	-4	8	2
8	O=c1[nH]c2ccc([N+](=O)[O-])cc2nc1/C=C(\O)c1ccccc1	2	7	-13	3	-2	-1	-1	6	1
9	Cc1cc(C)nc(N2N=C(C(C)(C)C)CC2=O)n1	5	3	-1	6	-2	-5	0	2	0
10	O=c1[nH]c(CN2CCN(c3ccccn3)CC2)nc2c(Br)cc(Br)cc12	1	4	-17	5	1	9	0	4	1
11	O=C(CCN1CCOCC1)c1ccc2c(c1)OCCO2	19	-1	-5	5	-3	0	0	7	1
12	O=C(c1cc(Cl)cc(Cl)c1)N1CCC(=O)N([C@H](COCc2ccccc2)Cc2ccccc2)CC1	-1	8	.	-13	.	-6	0	.	1
13	O=C(O)/C(=C\c1ccc(Br)cc1)c1ccc(S(=O)(=O)N2CCCCC2)s1	1	6	-6	2	-5	-1	-3	6	1
14	COc1ccc(C(=S)N2CCN(c3ccccc3C)CC2)cc1OC	-2	1	-9	-7	-3	-3	-7	2	5
15	Cc1ccc(S(=O)(=O)CC(=O)c2ccccc2[N+](=O)[O-])cc1	3	15	-11	-7	-4	-4	0	9	0
16	Cc1ccc2ccc(C(Nc3ccccc3)c3ccccc3)c(O)c2n1 (stereo not drawn)	0	10	.	20	.	-16	-4	.	2
17	CS(=O)(=O)c1nc(-c2ccccc2)cc(C(F)(F)F)n1	6	5	2	11	-4	5	-11	1	1
18	COC(=O)c1ccc(CSc2nc3ccccc3o2)cc1	2	0	10	-9	-1	0	-9	-1	0
19	Cc1[nH]c2ccccc2c1C(=O)COC(=O)C1CC(O)CN1S(=O)(=O)c1ccc(Cl)cc1 (stereo not drawn)	12	3	-1	-4	-4	-4	3	10	11
20	Cc1ccc(OCC(=O)Nc2ccc(CN3CCCCC3)cc2)c(C)c1	5	0	4	-3	-14	9	-7	-27	5

Going on with the list.
nr	compound	TAAR1 ag	CHRM5 antagonist	M1 antag	CHRM4 antagonist	M1 ag	M5 PAM	CHRM5 agonist	M1 PAM	M4 ag
21	COc1ccc(N2CCN(C(CNC(=O)c3cccc(Cl)c3)c3cccnc3)CC2)cc1 (stereo not drawn)	19	4	1	8	-3	-1	0	-1	1
22	Cc1cccc(NC(=O)COC(=O)c2ccccc2-c2nc3ccccc3s2)c1C	-1	-4	3	0	-7	-1	0	-6	1
23	O=C(CN1CCN(CC(=O)Nc2ccccc2Cc2ccccc2)CC1)Nc1ccccc1Cl	0	3	-4	1	-2	1	-1	9	1
24	CCSc1nc(O)c(Cc2ccccc2)c(=O)[nH]1	1	2	-1	4	-2	-2	0	-1	0
25	O=c1c2cccnc2n(-c2ccccc2)n1Cc1ccc(Cl)cc1	10	3	2	-2	-5	-3	-2	3	0
26	CN(c1ccc(C(=O)N2CCN(c3ccccc3F)CC2)cc1)S(=O)(=O)c1ccccc1	2	-7	-2	-6	-5	-3	1	-2	9
27	CC1CCN(CCc2nc3cc(NC(=O)Nc4ccccc4)ccc3n2C)CC1	1	1	14	-3	-6	-1	-3	-6	1
28	CCNC(=S)N1CCN(S(=O)(=O)c2ccc(C)c(C)c2)CC1	4	8	1	15	-2	-4	0	4	3
29	Cc1nc(C(=O)N(C)C)nn1-c1cc(Cl)cc(Cl)c1	3	-3	-8	4	-1	3	2	8	-1
30	Cn1ccnc1SCC(=O)Nc1cccc(S(=O)(=O)N2CCCCCC2)c1	1	-7	-2	4	-13	3	-4	8	3
31	CCCNC(=O)N1CCC(C(=O)c2ccc(F)cc2)CC1	0	0	-1	-10	-2	3	0	8	0
32	O=S(=O)(c1cccc(NC(=S)N2CCN(c3ccccc3F)CC2)c1)C(F)F	7	-5	4	-10	-7	-4	-1	-1	14
33	Cc1nc(Nc2ncc3c(n2)CC(C)(C)CC3=O)nc2ccccc12	1	6	-15	-7	-2	-6	3	6	1
34	Cc1ccc(-c2csc(NC(=O)c3ccccc3F)c2C(=O)O)cc1	-2	-9	12	-11	-3	-1	-2	-6	1
35	COc1ccc(C(O)(CC(C)C)C(CN2CCOCC2)c2ccccc2)cc1 (stereo not drawn)	11	5	-16	-2	-5	-1	-6	9	-2
36	Cc1oc2cc(O)ccc2c(=O)c1Oc1ccccc1	-2	-4	-7	-3	-5	4	-3	1	0
37	CCc1cc(C(=O)OC)c(NC(=O)CCC(=O)O)s1	12	2	-8	1	-3	-5	0	8	0
38	CCOC(=O)N1CCN(C(=O)/C=C/c2ccc(OC)cc2)CC1	-2	-3	-11	-1	-3	6	3	12	0
39	Cc1ccc(C(=O)Nn2cnnc2)cc1[N+](=O)[O-]	3	-1	-3	5	0	2	0	-5	0
40	COc1cccc(-c2noc(CCC(=O)NCC3CCCO3)n2)c1 (stereo not drawn)	0	0	0	-4	0	5	2	12	1

Next section
nr	compound	TAAR1 ag	CHRM5 antagonist	M1 antag	CHRM4 antagonist	M1 ag	M5 PAM	CHRM5 agonist	M1 PAM	M4 ag
41	Cc1cccc(C)c1NC(=S)N(c1ccccc1)C(C)C	0	3	-9	5	-6	-7	-2	14	0
42	N#C[C@H]1C2OC2c2ccccc2N1C(=O)c1ccccc1 (stereo partly drawn)	6	4	-9	-1	-7	-1	0	8	0
43	O=C(O)C(c1ccccc1)N1CCCCC1 (stereo not drawn)	4	-13	8	2	-6	4	0	-5	0
44	CC1(C)Cc2c(C#N)c(NCCO)nc(-c3ccco3)c2CO1	0	12	-11	0	-3	-6	-3	3	1
45	O=c1[nH]cnc2c1N1CCC2CC1	13	-7	-20	-6	-2	4	0	-4	0
46	CCN(C(=O)COc1ccc(C(=O)c2ccccc2)cc1)c1ccccc1	-2	12	-1	7	-2	-5	0	7	9
47	CCC(C)Sc1ccc([C@@H]2[C@H]3C(=O)N(C)C(=O)[C@H]3[C@]3(C(=O)OC)CCCN23)cc1 (stereo partly drawn)	0	2	-9	-9	-3	-6	3	15	1
48	CN(C)CCNc1ccc(-c2n[nH]c(=O)c3ccccc23)cc1[N+](=O)[O-]	11	6	-2	2	-8	2	-2	2	0
49	Cn1c(=O)c2ncn(CC(=O)Nc3cccc(-c4nc5ccccc5s4)c3)c2n(C)c1=O	11	-3	-5	3	-5	-1	2	1	3
50	O=c1c2ccccc2ncn1Cc1ccccc1	1	9	-8	-3	-2	-2	0	7	0
51	Cc1ccc(-c2csc(C3C(N)=NC(S)=C(C#N)C34CCCCC4)n2)cc1 (stereo not drawn)	8	-10	5	15	0	4	4	5	2
52	Cc1cc2c(c(C)nn2-c2ccccc2)c(=O)o1	6	-3	13	-3	-3	1	-3	-4	0
53	CS(=O)(=O)N(CC(=O)Nc1ccc2c(c1)OCCO2)Cc1ccccc1	7	3	-10	-2	-4	-3	-2	10	1
54	O=c1[nH]nc(CNc2ccc(Cl)cc2Cl)c2ccccc12	4	-4	-4	1	-1	1	-2	7	2
55	Cc1ccc(C(=O)N2CCN(S(=O)(=O)c3ccccc3[N+](=O)[O-])C2)cc1	0	-5	-2	4	-8	-1	-5	9	2
56	O=C(CSc1ccccc1Cl)N1CCOCC1	0	11	-1	-3	-3	0	-2	-4	1
57	Cn1cc(C2NC(=O)c3ccccc3N2)c2ccccc21 (stereo not drawn)	7	-2	-6	-5	3	13	1	4	1
58	CC(C)(C)S(=O)N1Cc2cc(C(=O)NCc3ccc4c(c3)OCO4)nc(-c3cccc(-c4ccncc4)c3)c2[C@H]1CCO (stereo partly drawn)	0	16	2	-9	-11	-13	1	0	3
59	COc1ccc(N2C(=O)NC3CC2(C)Oc2ccc(Br)cc23)cc1OC (stereo not drawn)	12	2	-58	-14	3	4	1	15	3
60	CCN(CC)C(=O)c1oc2ccc(S(=O)(=O)N3CCCCCC3)cc2c1C	6	9	10	5	-3	-11	3	-8	11

The results go on:
nr	compound	TAAR1 ag	CHRM5 antagonist	M1 antag	CHRM4 antagonist	M1 ag	M5 PAM	CHRM5 agonist	M1 PAM	M4 ag
61	CC(C)(C)OC(=O)N1CCC[C@@H]1C(=O)NCc1ccccc1Cl	2	9	.	-9	.	0	0	.	0
62	COC(=O)c1c(NC(=O)c2ccc(C)c(S(=O)(=O)Nc3ccccc3C)c2)sc2c1CCCC2	1	1	12	5	-5	1	-4	-7	-1
63	CCOP(=O)(c1ccc(N(C)C)cc1)C(O)c1ccccc1 (stereo not drawn)	11	-1	-2	-3	-3	-5	-3	2	0
64	S=c1[nH]nc(C2CCCCC2)n1/N=C/c1ccco1	0	-4	-2	5	-8	6	-2	6	-1
65	CCOC(=O)c1c(NC(=O)CSc2nnc(C)o2)sc(C)c1C	0	7	-1	-12	-4	0	-4	1	0
66	CC(C)CCNC(=O)c1sc2ccc(S(=O)(=O)N3CCCCC3)cc2c1N	1	-2	8	4	-7	0	-1	1	3
67	COCC(C)NC(=O)NC(=O)c1ccc(Cl)cc1 (stereo not drawn)	5	-3	-16	-12	1	-5	3	-5	1
68	Cc1[nH]c2ccccc2c1SCC(=O)NC1CCCCC1	4	-3	-4	-3	-8	-1	-2	8	5
69	COc1cc(/C=C/C(=O)OCC(=O)Nc2nnc(-c3ccccc3)o2)cc(OC)c1OC	0	0	-13	8	0	8	4	3	0
70	CCOC(=O)c1c[nH]c2nc(C)ccc2c1=O	0	10	-6	-2	-2	-3	2	10	1
71	COc1ccc2oc(C(F)(F)C(F)(F)F)cc(=O)c2c1	14	-5	-17	8	-2	-4	-2	-3	1
72	COc1ccc(/C=C/C(=O)O/N=C(\N)c2ccccc2)cc1OC	4	10	1	8	-2	-5	3	0	3
